procasp3 activ – activators of human procaspase-3 D3A mutant, primary screen, biochemical, absorbance, PC-3 D3A mutant, single concentration | Caspase-3 (Homo sapiens), P42574 | AID 463141, 2010 | activation, % at 8.5 µM | hit rate 0.11% among 330,000 | recombinant procaspase-3 D3A, Ac-DEVD-pNA absorbance 405 nm;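 active = activation above the mean of all tested compounds plus 3 SD, cut at about 21% in these data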;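 note: 0% = DMSO alone and 100% = DMSO wells spiked with extra 5 µM PC-3 D3A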
Target sequence (P42574 whole entry D9A/D28A/D175A): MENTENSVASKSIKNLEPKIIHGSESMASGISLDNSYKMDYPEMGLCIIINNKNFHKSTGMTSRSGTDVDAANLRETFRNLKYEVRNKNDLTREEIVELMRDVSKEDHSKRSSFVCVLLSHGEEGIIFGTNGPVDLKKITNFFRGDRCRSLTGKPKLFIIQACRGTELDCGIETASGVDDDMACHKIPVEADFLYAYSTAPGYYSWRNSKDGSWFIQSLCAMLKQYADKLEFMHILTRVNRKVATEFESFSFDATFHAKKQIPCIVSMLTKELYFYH
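System: Procaspase-3 D3A mutant. Medium: Zinc-free 300 mM NaCl, 50 mM HEPES, 0.01% Triton X-100. Schedule: 1 h preincubation plus 2 h reaction at 25 °C. Measured by: 405 nm absorbance of p-nitroaniline, reads at 0 and 120 min. Read-out: percent activation relative to control range.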
HCV core dimer – inhibitors of HCV core protein dimerization, primary screen, biochemical, TR-FRET, high-throughput; TR-FRET GST/Flag-core106 dimerization, 1536-well; inhibition, % at 5 µM; hit rate 0.33% among 300,000;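 active = inhibition above the mean of all tested compounds plus 3 SD, set per screening campaign, cut at about 45% in these data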
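Test system: GST/Flag-tagged HCV core106 proteins; Medium: KF-containing HEPES buffer, pH 7.45, DTT, CHAPS, BSA; Times: compound-protein-antibody incubation 4 h at 22.5 °C; Detection: TR-FRET 671 and 617 nm emission; Benchmarks: wells lacking GST-core106 and wells with excess unlabelled core106.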
Fh CTSL1 inh – Fasciola hepatica cathepsin L1 inhibitors, primary screen, counter-screen for PFM18AAP inhibitor project, biochemical, QFRET, fluorogenic peptide substrate | inhibition, % at 5.96 µM | AID 1906, 2009 | hit rate 0.49% among 300,000 | recombinant F. hepatica cathepsin L1, Z-Leu-Arg-MCA fluorescence;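 active = inhibition above the mean of all tested compounds plus 3 SD, set per screening campaign, cut at about 17% in these data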;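 note: 0% = plate median of test compound wells and 100% = 1 µM Z-Phe-Ala-diazomethylketone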
VLA-4 inh – inhibition in human VLA-4 binding assay, primary screen, VLA-4 allosteric modulator project, MLPCN library, flow cytometry, VLA-4 expressing cells. Integrin alpha-4 (Homo sapiens), P13612. ligand binding flow cytometry. inhibition, % (about 7 µM as worked out from the volumes in the protocol). hit rate 0.2% among 330,000; in the data active = inhibition above about 50%
PP1 counter – PP1-alpha phosphatase inhibitors, primary screen, counter-screen for PP5 inhibitor project, biochemical, fluorescence, OMFP substrate, single point. purified PP1alpha. inhibition, % at 6.7 µM. Serine/threonine-protein phosphatase PP1-alpha catalytic subunit (Homo sapiens), P62136. hit rate 0.9% among 320,000. AID 2235, 2010;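 active = inhibition above the mean inhibition of all tested compounds plus 3 SD, computed separately for each screening campaign, cut at about 15% in these data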
PP5 primary – PP5 phosphatase inhibitors, primary screen, biochemical, fluorescence | Serine/threonine-protein phosphatase 5 (Homo sapiens), P53041 | purified PP5c, OMFP substrate fluorescence | inhibition, % at 6.7 µM | hit rate 0.18% among 320,000;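 active = inhibition above the campaign's mean inhibition across all tested compounds plus 3 SD, cut at about 9.5% in these data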;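 note: 0% = DMSO only and 100% = 100 µM cantharidin control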
GRK2 inh – compounds blocking aptamer binding on GRK2 – biochemical, human GRK2, bead flow cytometry, HTS, primary screen | Beta-adrenergic receptor kinase 1 (Homo sapiens), P25098 | FAM-aptamer displacement from GRK2 | inhibition of aptamer binding, % at 10 µM | hit rate 0.59% among 330,000 | AID 488847, 2010;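 active = inhibition of aptamer binding above 40%, roughly 3 SD of noise, on plates passing a quality check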;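 note: median bead fluorescence of bound FAM aptamer so fluorescent compounds give negative values; no value below 0 was filed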
proCasp7 act – procaspase-7 activators, primary screen, counter-screen for procaspase-3 activator project, biochemical, absorbance, HTS, human | Caspase-7 (Homo sapiens), P55210 | recombinant procaspase-7, Ac-DEVD-pNA absorbance 405 nm; D23A/D198A/D206A triple mutant, cannot self-cleave; scale: DMSO 0, 5 µM enzyme 100 | activation, % at 8.5 µM | hit rate 0.093% among 330,000 | AID 463210, 2010;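 active = percent activation above the screen-wide mean plus 3 SD, cut at about 25% in these data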
Target sequence (P55210 whole entry D23A/D198A/D206A): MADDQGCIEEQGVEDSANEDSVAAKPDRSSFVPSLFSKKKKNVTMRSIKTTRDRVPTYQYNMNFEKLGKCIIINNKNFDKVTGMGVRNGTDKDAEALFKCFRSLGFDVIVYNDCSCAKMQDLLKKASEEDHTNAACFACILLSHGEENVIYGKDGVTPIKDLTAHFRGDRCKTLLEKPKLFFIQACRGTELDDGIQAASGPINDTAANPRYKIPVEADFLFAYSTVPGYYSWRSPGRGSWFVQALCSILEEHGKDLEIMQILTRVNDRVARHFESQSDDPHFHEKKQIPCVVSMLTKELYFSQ
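Assay system: Uncleavable procaspase-7 mutant enzyme / Input: 2 µM procaspase-7 mutant as dispensed / Dosing: single nominal 8.5 µM compound dose, 0.8% DMSO final / Timing: 1 h enzyme–compound preincubation and 2 h substrate reaction, both 25 °C / Detection: p-Nitroaniline absorbance at 405 nm, read at 0 and 120 min / Replication: singlicate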
JMJD2C inh – inhibitors of GASC-1 histone demethylase, primary screen, biochemical, fluorescence, DELFIA europium. GST-JMJD2C(1-420) H3K9me3 demethylation. hit rate 0.069% among 330,000. Lysine-specific demethylase 4C (Homo sapiens), Q9H3R0. inhibition, % at 2.35 µM. AID 2099, 2009;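 active = more than half of a compound's replicate wells show inhibition beyond 50%, single wells judged on their own value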;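 note: signal counts dimethyl H3K9 product captured on neutravidin plate; 0% = median of DMSO wells and 100% = 0.3 times that DMSO median; strong numbers were not always called active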
Target sequence (Q9H3R0 1-420 limits assumed): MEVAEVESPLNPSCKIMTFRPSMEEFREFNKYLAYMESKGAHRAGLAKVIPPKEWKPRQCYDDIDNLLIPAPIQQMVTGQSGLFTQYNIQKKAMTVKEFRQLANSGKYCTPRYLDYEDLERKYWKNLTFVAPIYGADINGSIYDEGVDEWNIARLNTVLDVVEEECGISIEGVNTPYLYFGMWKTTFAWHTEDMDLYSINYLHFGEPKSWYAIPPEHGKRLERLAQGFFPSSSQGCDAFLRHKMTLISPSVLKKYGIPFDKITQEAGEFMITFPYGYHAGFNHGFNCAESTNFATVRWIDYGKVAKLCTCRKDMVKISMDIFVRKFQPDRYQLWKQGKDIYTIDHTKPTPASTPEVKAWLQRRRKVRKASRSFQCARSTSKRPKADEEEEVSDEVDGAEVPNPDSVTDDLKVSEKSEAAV
An asterisk follows results filed as active; & = joins results of further samples.

Screening COc1cccc(C(=O)N(Cc2cc3cc(C)ccc3[nH]c2=O)C(C)C)c1 returned procasp3 activ 0, HCV core dimer 5, Fh CTSL1 inh 7, VLA-4 inh -5, PP1 counter -4, PP5 primary -2.8, GRK2 inh 3, proCasp7 act 0 and JMJD2C inh 1.
For Nc1cc2c(cc1[N+](=O)[O-])OCO2 the results were procasp3 activ 7, HCV core dimer 41, Fh CTSL1 inh 1, VLA-4 inh 2, PP1 counter -1, PP5 primary 0.8, GRK2 inh 13, proCasp7 act -10 and JMJD2C inh 2.
C=CCNC(=O)CSCc1ccc(Br)cc1 was read as procasp3 activ 9, HCV core dimer -4, Fh CTSL1 inh -2, VLA-4 inh 30, PP1 counter -2, PP5 primary -2.6, GRK2 inh 0, proCasp7 act 5 and JMJD2C inh 3.
N#Cc1ccccc1CSc1nc(O)cc(=O)[nH]1 was read as procasp3 activ 1, HCV core dimer -2, Fh CTSL1 inh -2, VLA-4 inh 3, PP1 counter -1, PP5 primary -2.3, GRK2 inh 0, proCasp7 act 0 and JMJD2C inh 57.
N#Cc1cccc(C(=O)OCC(=O)N2CCCc3ccccc32)c1 was read as procasp3 activ 10, HCV core dimer -5, Fh CTSL1 inh -6, VLA-4 inh -8, PP1 counter -2, PP5 primary 0.8, GRK2 inh 4, proCasp7 act 0 and JMJD2C inh 1.
`Nc1ccn(CC(=O)NCc2ccc3c(c2)OCO3)c(=O)n1` gave procasp3 activ 6, VLA-4 inh 19, PP1 counter -4, PP5 primary -1.7, GRK2 inh 1, proCasp7 act 6 and JMJD2C inh 3.
For O=C(NCc1ccccc1F)c1cccs1 the results were procasp3 activ 8, HCV core dimer -2, Fh CTSL1 inh -2, VLA-4 inh 3, PP1 counter -4, PP5 primary 0.3, GRK2 inh 1, proCasp7 act 5 and JMJD2C inh -9.
COc1cc(S(=O)(=O)N2CCCC3(CCCCC3)C2)ccc1-n1cnnn1 was read as procasp3 activ -6, HCV core dimer 4, Fh CTSL1 inh -4, VLA-4 inh 11, PP1 counter 1, PP5 primary 6.1, GRK2 inh 0, proCasp7 act 4 and JMJD2C inh -5.
For COc1ccccc1NC(=O)CNC(=O)CC12CC3CC(CC(C3)C1)C2 the results were procasp3 activ -5, VLA-4 inh 5, GRK2 inh 1, proCasp7 act 8 and JMJD2C inh 4.
Screening O=c1c(Cl)c(N2CCNCC2)cnn1C12CC3CC(CC(C3)C1)C2 returned procasp3 activ 4, HCV core dimer 4, Fh CTSL1 inh 4, VLA-4 inh 4, PP1 counter -3, PP5 primary -1.0, GRK2 inh 0, proCasp7 act 8 and JMJD2C inh 24.
Screening COc1cccc(COC(=O)c2nn(-c3ccccc3)nc2N)c1 returned procasp3 activ -2, HCV core dimer 1, Fh CTSL1 inh 1, VLA-4 inh 0, PP1 counter 0, PP5 primary 2.2, GRK2 inh 0, proCasp7 act 3 and JMJD2C inh -16.
For Cc1cccc(Nc2nc(N)c([N+](=O)[O-])c(NCc3ccccc3)n2)c1 the results were procasp3 activ -6, HCV core dimer 12, Fh CTSL1 inh 5, VLA-4 inh 6, PP1 counter 3, PP5 primary 4.6, GRK2 inh 1, proCasp7 act -2 and JMJD2C inh 4.
Screening CCCC(=O)NCC(c1cccs1)S(=O)(=O)c1ccc(Cl)cc1 (centres undefined) returned procasp3 activ -1, HCV core dimer -3, Fh CTSL1 inh 3, VLA-4 inh 18, PP1 counter -4, PP5 primary 0.2, GRK2 inh 0, proCasp7 act -8 and JMJD2C inh 1.
O=C(CCC(=O)N1CCOc2ccc(Cl)cc21)NCCCN1CCN(Cc2ccccc2)CC1 was read as procasp3 activ -4, HCV core dimer 21, Fh CTSL1 inh -2, VLA-4 inh -7, PP1 counter 0, PP5 primary 3.7, GRK2 inh 0, proCasp7 act 10 and JMJD2C inh 16.
Screening COc1ccc(CNC(=O)C(C)N(Cc2ccco2)C(=O)c2snc(C(N)=O)c2N)cc1 (centres undefined) returned procasp3 activ 8, HCV core dimer -2, Fh CTSL1 inh -2, VLA-4 inh -10, PP1 counter -3, PP5 primary 0.3, GRK2 inh 0, proCasp7 act 9 and JMJD2C inh 19&0.
`COc1ccc(CNC(=O)C2CSCCS2)cc1` (centres undefined) gave procasp3 activ 5, HCV core dimer -1, Fh CTSL1 inh 0, VLA-4 inh 11, PP1 counter -2, PP5 primary -1.3, GRK2 inh 0, proCasp7 act -1 and JMJD2C inh -9.
`Cc1nc(SCC(=O)Nc2ccc(Cl)cc2[N+](=O)[O-])nc(C)c1C` gave procasp3 activ -3, HCV core dimer 9, Fh CTSL1 inh -1, VLA-4 inh -3, PP1 counter -2, PP5 primary 2.8, GRK2 inh 2, proCasp7 act -3 and JMJD2C inh 3.
CCCc1cc(C(=O)Nc2ccc(F)cc2F)no1 was read as procasp3 activ 7, HCV core dimer 5, Fh CTSL1 inh -2, VLA-4 inh -2, PP1 counter -4, PP5 primary 1.9, GRK2 inh 3, proCasp7 act 1 and JMJD2C inh 3.
Cc1c(C(=O)N(Cc2ccc(N(C)C)cc2)CC2CCCO2)oc2ccccc12 (centres undefined) was read as procasp3 activ 6, HCV core dimer 0, Fh CTSL1 inh 0, VLA-4 inh -7, PP1 counter 4, PP5 primary 2.7, GRK2 inh 1, proCasp7 act -1 and JMJD2C inh -9.
`CCC1=Nc2cc(C(=O)NCCCOC)ccc2Sc2ccccc21` gave procasp3 activ 8, HCV core dimer 1, Fh CTSL1 inh -4, VLA-4 inh 37, PP1 counter -6, PP5 primary 1.8, GRK2 inh 0, proCasp7 act -4 and JMJD2C inh 4.
COc1ccc(Nc2c3c(nc4c(-c5ccccc5)c(C)nn24)CCC3)cc1 was read as procasp3 activ 9, HCV core dimer 9, Fh CTSL1 inh -2, VLA-4 inh 27, PP1 counter -4, PP5 primary -0.4, GRK2 inh 4, proCasp7 act 8 and JMJD2C inh -9.
`COc1ccc(OC)c(N(CC(=O)Nc2cccnc2)S(C)(=O)=O)c1` gave procasp3 activ -3, HCV core dimer -11, Fh CTSL1 inh -2, VLA-4 inh 11, PP1 counter 1, PP5 primary 3.7, GRK2 inh 1, proCasp7 act -3 and JMJD2C inh -2.
`COc1ccc(NC(=O)c2ccco2)cc1NC(=O)c1ccccc1F` gave procasp3 activ -7, HCV core dimer -1, Fh CTSL1 inh 3, VLA-4 inh 13, PP1 counter -5, PP5 primary -2.1, GRK2 inh 3, proCasp7 act -13 and JMJD2C inh -19.
For Cc1ccccc1Cc1ccc(Cl)nn1 the results were procasp3 activ -6, HCV core dimer -2, Fh CTSL1 inh -7, VLA-4 inh 1, PP1 counter -1, PP5 primary -1.3, GRK2 inh 0, proCasp7 act -12 and JMJD2C inh -13.
Screening CN(CC(=O)NCc1ccc2c(c1)OCO2)S(=O)(=O)c1ccc(Br)s1 returned procasp3 activ -1, HCV core dimer -1, Fh CTSL1 inh 2, VLA-4 inh -5, PP1 counter -1, PP5 primary 1.2, GRK2 inh 0, proCasp7 act -1 and JMJD2C inh -9.
Screening Cn1cnc(S(=O)(=O)N2CCN(c3cccc(Cl)c3)CC2)c1 returned procasp3 activ 8, HCV core dimer -8, Fh CTSL1 inh 0, VLA-4 inh 3, PP1 counter 2, PP5 primary 4.1, GRK2 inh 0, proCasp7 act -3 and JMJD2C inh 1.
`O=C(CNS(=O)(=O)c1cccc(Br)c1)NCC1CCCCC1` gave procasp3 activ 8, HCV core dimer -2, Fh CTSL1 inh -1, VLA-4 inh -7, PP1 counter 3, PP5 primary 2.8, GRK2 inh 2, proCasp7 act 6 and JMJD2C inh 25.
For CC1CCN(C(=O)CSc2nc(=O)n3cc(Cl)ccc3n2)CC1 the results were procasp3 activ 3, HCV core dimer 1, Fh CTSL1 inh 1, VLA-4 inh 11, PP1 counter -2, PP5 primary 0.4, GRK2 inh 2, proCasp7 act 12 and JMJD2C inh 130.
Screening COc1cc(CC(=O)Nc2ccc(Cl)c(C(F)(F)F)c2)cc(OC)c1OC returned procasp3 activ 5, HCV core dimer 4, Fh CTSL1 inh 3, VLA-4 inh 19, PP1 counter 7, PP5 primary 5.3, GRK2 inh 0, proCasp7 act 2 and JMJD2C inh 1.
`COc1ccc(/C(C)=N/NC(=O)Cc2ccc(Cl)cc2)cc1` gave procasp3 activ -1, HCV core dimer -1, Fh CTSL1 inh -7, VLA-4 inh 9, PP1 counter -1, PP5 primary 1.7, GRK2 inh 3, proCasp7 act 2 and JMJD2C inh -27.

Part of the list above in order of length of the SMILES, ascending:
`COc1ccc(CNC(=O)C2CSCCS2)cc1` (centres undefined) gave procasp3 activ 5, HCV core dimer -1, Fh CTSL1 inh 0, VLA-4 inh 11, PP1 counter -2, PP5 primary -1.3, GRK2 inh 0, proCasp7 act -1 and JMJD2C inh -9.
`CCC1=Nc2cc(C(=O)NCCCOC)ccc2Sc2ccccc21` gave procasp3 activ 8, HCV core dimer 1, Fh CTSL1 inh -4, VLA-4 inh 37, PP1 counter -6, PP5 primary 1.8, GRK2 inh 0, proCasp7 act -4 and JMJD2C inh 4.
Screening Cn1cnc(S(=O)(=O)N2CCN(c3cccc(Cl)c3)CC2)c1 returned procasp3 activ 8, HCV core dimer -8, Fh CTSL1 inh 0, VLA-4 inh 3, PP1 counter 2, PP5 primary 4.1, GRK2 inh 0, proCasp7 act -3 and JMJD2C inh 1.
`Cc1nc(SCC(=O)Nc2ccc(Cl)cc2[N+](=O)[O-])nc(C)c1C` gave procasp3 activ -3, HCV core dimer 9, Fh CTSL1 inh -1, VLA-4 inh -3, PP1 counter -2, PP5 primary 2.8, GRK2 inh 2, proCasp7 act -3 and JMJD2C inh 3.
Cc1c(C(=O)N(Cc2ccc(N(C)C)cc2)CC2CCCO2)oc2ccccc12 (centres undefined) was read as procasp3 activ 6, HCV core dimer 0, Fh CTSL1 inh 0, VLA-4 inh -7, PP1 counter 4, PP5 primary 2.7, GRK2 inh 1, proCasp7 act -1 and JMJD2C inh -9.

Source: PubChem BioAssay (several laboratories)
